POLK inh = inhibitors of human DNA polymerase kappa; 400,000 compounds, 0.53% hits; Q9UBT6; purified Pol kappa, fluorescent DNA synthesis assay, 10 min; AID 588579; Potency, µM (top dose mostly 107 µM), inactives show at the highest dose activity, negative = inhibition, usual class: inhibitors; note: % is set by controls: 0 for no effect and ±100 for the full control effect
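Kinetic fluorescence readout at 0 and 10 min followed reaction start with substrate at 50 nM final. Beforehand, enzyme (10 nM Pol kappa) stood 15 min with compound at room temperature; buffer-only wells were negative controls.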
Pol iota inh = blocks human DNA polymerase iota activity; 390,000 compounds, 1% hits; Q9UNA4; Pol iota fluorescent replication assay, 10 min; Potency, µM (titrated, usually from 115 µM), without a hit: at the highest dose activity, negative = inhibition, usual class: inhibitors
Target sequence (Q9UNA4 whole entry, looked up): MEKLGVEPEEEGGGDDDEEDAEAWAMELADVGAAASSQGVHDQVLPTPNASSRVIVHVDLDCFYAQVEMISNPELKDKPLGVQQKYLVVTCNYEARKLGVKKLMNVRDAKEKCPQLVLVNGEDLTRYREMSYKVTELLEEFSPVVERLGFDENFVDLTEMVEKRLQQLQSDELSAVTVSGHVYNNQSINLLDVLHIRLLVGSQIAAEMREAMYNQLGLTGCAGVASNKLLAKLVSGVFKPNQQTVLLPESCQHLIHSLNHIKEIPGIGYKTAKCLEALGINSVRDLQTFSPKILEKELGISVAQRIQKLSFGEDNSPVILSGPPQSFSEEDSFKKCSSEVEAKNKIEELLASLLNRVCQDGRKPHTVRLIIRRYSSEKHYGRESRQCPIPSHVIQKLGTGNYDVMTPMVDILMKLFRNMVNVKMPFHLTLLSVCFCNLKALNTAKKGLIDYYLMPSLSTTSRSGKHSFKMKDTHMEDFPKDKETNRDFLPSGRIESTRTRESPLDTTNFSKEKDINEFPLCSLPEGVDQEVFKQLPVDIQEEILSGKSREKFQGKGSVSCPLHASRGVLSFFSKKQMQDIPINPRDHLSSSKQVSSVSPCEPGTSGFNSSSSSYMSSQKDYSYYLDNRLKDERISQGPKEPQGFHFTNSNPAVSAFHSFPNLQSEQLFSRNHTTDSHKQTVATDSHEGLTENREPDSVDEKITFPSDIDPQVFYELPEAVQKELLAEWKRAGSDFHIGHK
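Pol iota at 10 nM preincubated 15 min with compounds at room temperature; reaction started with fluorescent substrate, 50 nM final. Fluorescence read kinetically at 0 and 10 min; buffer-only wells as negative control.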
POLH inh = blocks human DNA polymerase eta activity; recombinant Pol eta, fluorescent DNA replication assay; AID 588591; Potency, µM (highest dose often 114 µM), for the others: at the highest dose activity change, negative = inhibition, most hits filed as inhibitors; Q9Y253; 390,000 compounds, 1.2% hits; note: % is set by controls: 0 for no effect and ±100 for the full control effect
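Fluorescent replication assay: 50 nM final substrate added after a 15 min room-temperature compound preincubation with 10 nM enzyme. Signal taken at 0 min and again at 10 min.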
Starred values were filed as active, the others as inactive; ? = inconclusive; & = joins results of further samples; [ ] = remark or other dose. Calls come from the whole dose curve; as a rule, active = well fitted inhibition curve with a large enough effect; inconclusive = small, poorly fitted or top-dose-only effect, or another doubt; inactive = no such curve, though single readings can be large or run the other way. Potency is the fitted concentration of half-maximal effect. An excerpt; the hit share may differ from the screen's.

SMILES | POLK inh | Pol iota inh | POLH inh
COC[C@@H]1NS(=O)(=O)c2ccc(Br)cc2O[C@H]1c1ccccc1 | 0% | 4% | -20%
COc1ccc(Cl)cc1NC(=O)CN(C)C(=O)CN1C(=O)NC(C)(c2ccc3ccccc3c2)C1=O (stereo unspecified) | -19% | 7% | -9%
CCOC(=O)C1(C(=O)OCC)NC(=O)CC1CC (stereo unspecified) | -13% | 51%[activator] | -13%
O=C(NCCCCCCCN1CCCCCCC1)C(C1CCCCC1)C1CCCCC1 | -13% | -17% | -22%
O=C(O)C(c1ccccc1)C(O)C1CCCC1 (stereo unspecified) | -8% | 13% | 0%
CN(C(=O)c1ccc(NC(=O)Cc2cccc(NC(=O)C3CCN(C(=O)C4CC4)CC3)c2)cc1)C1CC1 | 17% | 2% | -6%
C=C(C)C(=O)N1CCN(C(=O)C(=C)C)c2ccccc21 | 1% | -21% | -16%
Cc1ccc(/C=C2/CNC/C(=C/c3ccc(C)cc3)C2=O)cc1 | -6% | 6% | -20%
CC(=O)OC1CC2(C)C(CCC2(O)C(C)=O)C2CCC3C(Cl)C(=O)CCC3(C)C12 (stereo unspecified) | -7% | 62%[activator] | -20%
O=c1cc(CSc2nc(NCc3ccc(Cl)cc3)c3ccccc3n2)nc2ccc(Cl)cn12 | 0% | 53%[activator] | 8%
CCc1ccccc1NC(=O)CN1CCN(CC(=O)Nc2ccc3c(c2)OC2(CCCCC2)O3)CC1 | -12% | -2% | -8%
CCOc1ccccc1C=C1SC(=S)NC1=O | -14% | 19% | ?
COC1CCC2(C)C(=CCC3C4CC(O)CC4(C)CCC32)C1 (stereo unspecified) | -1% | 7% | ?
[O-][n+]1cccc2cccc(O)c21 | -13% | 101%[activator] | -18%
C=C(c1ccc2nc(NC(=O)OC)[nH]c2c1)c1cccs1 | -16% | 1% | -6%
Cn1c(=O)c2c([nH]c(=O)n2C)n(Cc2ccccc2)c1=O | -5% | 55%[activator] | -5%
Cc1ccc(S(=O)(=O)CCC(=O)OCC(=O)N(C)Cc2ccccc2)cc1 | -3% | -1% | -14%
COc1ccc(Cl)cc1C=CC=NNC(=O)c1ccncc1 | -1% | 1% | 1%
Cc1cc(/C=C2/C(=N)N3C(c4ccccc4)=CSC3=NC2=O)c(C)n1-c1ccc(Cl)cc1 | -3% | 39%[activator] | -4%
COc1cc2c(cc1OC)C1c3ccc(OC)c(OC)c3OCC1(O)C2 (stereo unspecified) | 6% | 24% | -19%
CCN(C(=O)COC(=O)c1ccccc1Nc1ccccc1)c1c(N)n(Cc2ccccc2)c(=O)[nH]c1=O | 3% | 22% | -17%
Cc1cccc(NC(=O)C2CC3CCC2C3)c1C (stereo unspecified) | -3% | 26% | -13%
CC(=O)Nc1ccc2c(c1)-c1ccc(F)cc1C2=O | -8% | -16% | ?
Cc1cc2c(=Cc3ccc(N(C)C)cc3)c3ccccc3n2[n+]1C | ? | 79µM* | ?

Some of the entries so far, with values under each structure:
Values in the order: POLK inh | Pol iota inh | POLH inh
O=c1cc(CSc2nc(NCc3ccc(Cl)cc3)c3ccccc3n2)nc2ccc(Cl)cn12
→ 0% | 53%[activator] | 8%
CCc1ccccc1NC(=O)CN1CCN(CC(=O)Nc2ccc3c(c2)OC2(CCCCC2)O3)CC1
→ -12% | -2% | -8%
CCOc1ccccc1C=C1SC(=S)NC1=O
→ -14% | 19% | ?
COC1CCC2(C)C(=CCC3C4CC(O)CC4(C)CCC32)C1 (stereo unspecified)
→ -1% | 7% | ?
[O-][n+]1cccc2cccc(O)c21
→ -13% | 101%[activator] | -18%
C=C(c1ccc2nc(NC(=O)OC)[nH]c2c1)c1cccs1
→ -16% | 1% | -6%

Continuation.
SMILES | POLK inh | Pol iota inh | POLH inh
COc1ccc(N2CC(C(=O)N3CCN(S(=O)(=O)c4ccc(F)c(F)c4)CC3)CC2=O)c(OC)c1 (stereo unspecified) | 0% | 25% | -24%
CCCCN(C(=O)c1ccc(N(C)S(=O)(=O)c2ccc(C)cc2)cc1)c1c(N)n(CC(C)C)c(=O)[nH]c1=O | 2% | 2% | -15%
CC(=O)c1cccc(OC(=O)c2ccccc2)c1 | -19% | 22% | -18%
Cc1cc2c(cc(C(=O)OCC(=O)NC3CCCCC3)n2C)o1 | -11% | ? | 1%
C=CCOC(=O)C1=C[C@H](c2csc3ccccc23)C[C@H](OCCCCO)O1 | -15% | 14% | -7%
CCC1(C(=O)OC)NC(c2cccc(F)c2)C2C(=O)N(C)C(=O)C21 (stereo unspecified) | -16% | 2% | -8%
C[C@@H](NCCCn1ccc(NC(=O)OCc2ccccc2)nc1=O)c1cccc2ccccc12 | -20% | 9% | -10%
COc1ccccc1NS(=O)(=O)c1cc(NC(=O)CN2C(=O)NC3(CCCCC3)C2=O)ccc1C | 4% | 17% | -19%
N#Cc1ccsc1NC(=O)CN1C(=O)NC2(CCCCC2)C1=O | -13% | 20% | ?
O=C(Nc1ccc(F)cc1)c1ccccc1NC(=O)C1CCCCC1C(=O)O (stereo unspecified) | 5% | 5% | -17%
CC1=CC(C)(C)NC(=S)N1c1cccc(Cl)c1 | -10% | 57%[activator] | -13%
Cc1ccc(C2Cc3cc(O)c(O)cc3CN2)cc1 (stereo unspecified) | 0% | -14% | -12%
COc1cc(/C=N/NC(=O)c2cccc(C)c2)ccc1OCC(=O)Nc1ccccc1 | -1% | 108%[activator] | -13%
COc1cccc(NC(=O)CN(C)C(=O)CCNC(=O)c2ccccc2OC)c1 | -1% | 24% | 9%
O=S(=O)(CCNCc1ccco1)NCc1ccccc1 | -7% | 17% | -5%
Cc1cccc(C(=O)N2[C@@H](C(C)C)COc3cc(Br)ccc3S2(=O)=O)c1 | 13% | -9% | -18%
O=C(Nc1ccc2ccccc2c1[N+](=O)[O-])c1ccccc1 | -22% | ? | -15%
CC(=O)OC1COC(OC(C)=O)CO1 (stereo unspecified) | 0% | 18% | -7%
O=C(NCc1ccccc1)C1=C[C@@H](c2ccccc2)C[C@@H](OCCCCO)O1 | -2% | ? | -19%
O=C(NC1CCCCCCC1O)c1ccccc1 (stereo unspecified) | -2% | 10% | -12%
CCN1CCN(S(=O)(=O)c2ccc(Cl)c(C(=O)N(C)CC(=O)Nc3c(C)cccc3C)c2)CC1 | 14% | 12% | -11%
C#CCOCCOCCOCCNc1nc(N2CCN(C(=O)Cn3cc(CCO)nn3)CC2)nc(N2CCN(C(=O)[C@H](C)n3cc(CCCN=C(N)N)nn3)CC2)n1 | -1% | -1% | 5%
O=C(Nc1ccc(C(=O)N2CCCCC2)cc1)C1CC1 | 6% | 24% | -20%
COc1ccc(-c2csc(NCCc3nc4cc(C(=O)NCCCO)ccc4n3Cc3ccc(C)cc3)n2)cc1 | -13% | ? | -24%

Four records picked at random from the list so far:
SMILES | POLK inh | Pol iota inh | POLH inh
CCC1(C(=O)OC)NC(c2cccc(F)c2)C2C(=O)N(C)C(=O)C21 (stereo unspecified) | -16% | 2% | -8%
C=CCOC(=O)C1=C[C@H](c2csc3ccccc23)C[C@H](OCCCCO)O1 | -15% | 14% | -7%
Cc1cccc(C(=O)N2[C@@H](C(C)C)COc3cc(Br)ccc3S2(=O)=O)c1 | 13% | -9% | -18%
COc1cccc(NC(=O)CN(C)C(=O)CCNC(=O)c2ccccc2OC)c1 | -1% | 24% | 9%

(listing goes on)
SMILES | POLK inh | Pol iota inh | POLH inh
CCOC(=O)c1oc2c(CN3CCN(C)CC3)c(O)c(CC)cc2c(=O)c1-c1nc2ccccc2s1 | -12% | -18% | 6%
CC1CC2(C)C(=CC1=O)CCC1C2C(O)CC2(C)C1CCC2(O)C(=O)CO (stereo unspecified) | -5% | 39%[activator] | -10%
O=c1c2sc3nc(N4CCOCC4)c4c(c3c2ncn1C(c1ccccc1)c1ccccc1)CCCC4 | 7% | 20% | -15%
O=C1CSC(=S)N1N=Cc1cccc2ccccc12 | -13% | ? | -5%
COc1cc(F)c(C(=O)NC(C)(C)CO)cc1OC | 2% | 16% | -1%
CC1Cc2cccc3ccc(=O)n(c23)C1 (stereo unspecified) | -1% | -10% | -12%
O=C(O)C[C@H]1c2ccc(C(F)(F)F)cc2S(=O)(=O)N1Cc1ccccc1 | -6%&-17% | -23%&-3% | -6%
CC1=C(C(=O)O)CC(S(=O)(=O)O)C1(C)C (stereo unspecified) | -2% | 14% | -19%
O=CNc1ccc2c(c1)Cc1cccc(NC=O)c1-2 | -6% | 88%[activator] | -18%
CN1CCC(C(=O)C(=O)O)C1=O (stereo unspecified) | -13% | 1% | -16%
C1=NN(c2ccccc2)C=NN1c1ccccc1 | -23% | 7% | -15%
C=Cc1cc2c(cc1O)CCC1C2CCC2(C)C(O)CCC12 (stereo unspecified) | -9% | 15% | -6%
CN(C)C(CNC(=O)c1cccc(S(=O)(=O)N2CCN(c3ccccc3)CC2)c1)c1ccccc1 (stereo unspecified) | 7% | 14% | -2%
CC1(C)CC[C@]2(C(=O)n3ccnc3)CC[C@]3(C)[C@H](C(=O)C=C4[C@@]5(C)C=C(C#N)C(=O)C(C)(C)[C@@H]5CC[C@]43C)[C@@H]2C1 | -10% | 14µM* | 3.5µM*
O=C(Nc1ccccc1)OCCc1ccccn1 | -8% | -1% | 0%
CCCNC(=O)C1(CC2CC(c3ccccc3)=NO2)CCN(C(=O)OC(C)(C)C)CC1 (stereo unspecified) | -1% | 34%[activator] | -14%
O=C(NCCCn1ccnc1)/C(=C/c1ccco1)NC(=O)c1ccccc1 | 0% | 20% | -16%
COc1ccc(S(=O)(=O)N2CCN(c3ncccn3)CC2)cc1 | -9% | 16% | -16%
Cc1sc(NC(=S)NC(=O)c2ccccc2)c(C#N)c1C | -17% | 17% | 1%
O=C1CCCc2c1oc1c2CCCC1 | ? | ? | -13%
O=[N+]([O-])c1ccc(N=NNc2ccc([N+](=O)[O-])cc2)cc1 | 0% | ? | -19%
O=C(CC1Sc2ccccc2NC1=O)NNc1cc(Cl)ccc1Cl (stereo unspecified) | -17% | 20% | -12%
O=C(O)C1C(c2ccccc2)c2ccccc2C(O)C1CO (stereo unspecified) | 4% | 19% | -20%
O=c1cc(-c2ccccc2O)nc(-c2ccccc2)[nH]1 | -3% | 98%[activator] | -16%
C=C1CC(COc2cc(=O)oc3ccccc23)(c2ccccc2)OC1=O (stereo unspecified) | 1% | ? | 1%
CC(C)CNC(=O)c1cc2nc(C3CC3)cc(C(F)(F)F)n2n1 | -2% | -12% | -13%
O=C(O)Cn1nnc(-c2ccc(OCc3ccccc3)cc2)n1 | 0% | 50%[activator] | -16%
c1ccc(CSc2ncnc3c2oc2ccccc23)cc1 | 3% | 11% | -20%
CC1CCCN(CC(O)CN2CCN(CC(O)CN3CCCC(C)C3)C(C)C2)C1 (stereo unspecified) | -6% | 31%[activator] | -6%
C=CCn1nc(-c2ccccc2)cc1C(=O)OCC | -8% | -2% | -9%
COc1ccc(NC(=O)CSc2nnc(CN3CCOCC3)n2C)cc1Cl | 3% | 13% | -15%
Cc1ccc(C2=CC(c3ccccc3)n3ncnc3N2)c(C)c1 (stereo unspecified) | -9% | -4% | -13%
O=C(CC1CCCC1)N1CCN(S(=O)(=O)c2cccc(F)c2)CC1 | -6% | -13% | -12%
O=[N+]([O-])c1cccc(Oc2ncccc2[N+](=O)[O-])c1 | -6% | 110%[activator] | -14%
C[C@H](CO)N1C[C@H](C)[C@@H](CN(C)CC2CC2)Oc2c(NC(=O)C3CC3)cccc2C1=O | -1% | -2% | -4%
CCCN1/C(=C(\C#N)C2=NS(=O)(=O)c3ccccc32)N(C)c2ccccc21 | 0% | 38%[activator] | -9%
CN(C)S(=O)(=O)NCC1CCCN(Cc2cc3ccccc3s2)C1 (stereo unspecified) | -8% | 5% | -13%
O=C1C(Cl)=C(NCCc2ccccc2)C(=O)c2ccccc21 | -2% | 3.5µM* | 22µM*
Cn1c(=S)c2[nH]c(SCCN)nc2n(C)c1=O | -12% | ? | -9%
OCC1(CO)CCCC(CO)(CO)C1O | 7% | 38%[activator] | 5%
CN1CCOC1c1ccc(C2OCCN2C)cc1 (stereo unspecified) | 40µM* | 20µM* | 20µM*
O=C(O)C1=NN(c2cc(Cl)c(S(=O)(=O)O)cc2Cl)C(=O)C1 | 79µM* | 1.6µM* | 22µM*
CCOC(=O)C(C(=O)Cc1ccccc1)c1ccccc1 (stereo unspecified) | -1% | 22% | -3%
Cc1ccc(C(=O)Nc2scc(-c3ccccc3)c2C(=O)O)cc1 | -13% | -7% | -2%
O=C(NCCc1ccccc1)[C@@H]1CC=C[C@@H]2CCN(Cc3ccc(Cl)c(Cl)c3)C(=O)[C@@H]21 | -16%&-10% | 15%&1% | -23%
Cn1c(N)c(C(=O)COC(=O)c2cc(S(=O)(=O)NCc3ccccc3)ccc2O)c(=O)n(C)c1=O | -13% | ? | -13%

Screening results: PubChem, National Center for Advancing Translational Sciences (NCATS)
